Bioassay records deposited in PubChem BioAssay by National Center for Advancing Translational Sciences (NCATS).
AID inhibitor = blocks human AID cytidine deaminase activity | Q9GZX7 | AID deamination FRET fluorescence, UDG-coupled, 4 h | Potency, µM (titrated, usually from 115 µM), for inactives: top-dose activity change, negative = inhibition, most hits filed as inhibitors | actives 0.32% (n = 91,000) | AID 1347428; note: nearly all actives have a fitted effect of over 25% in size
Target sequence (Q9GZX7 whole entry, looked up): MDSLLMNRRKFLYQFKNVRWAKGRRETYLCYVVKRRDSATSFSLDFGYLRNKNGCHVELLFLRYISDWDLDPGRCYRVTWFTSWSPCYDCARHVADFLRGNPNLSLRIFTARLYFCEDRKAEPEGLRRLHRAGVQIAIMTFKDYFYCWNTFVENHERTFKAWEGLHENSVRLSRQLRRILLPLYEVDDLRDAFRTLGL
UDG counterscr = counter-screen for AID inhibitors: uracil-DNA glycosylase inhibition; FRET deamination/UDG coupled assay, UDG read, 4 h; Potency, µM (titrated, usually from 115 µM), for the others: at the highest dose activity change, negative = inhibition, usual class: inhibitors; actives 0.14% (n = 91,000); note: nearly all actives have a fitted effect of over 65% in size
* = called active by the depositor; ? = inconclusive; & = joins results of further samples; [ ] = remark or other dose. Calls come from the whole dose curve; as a rule, active = well fitted curve in the direction sought with a large enough effect; inconclusive = small, poorly fitted or top-dose-only effect, or another doubt; inactive = no such curve, though single readings can be large; an effect the other way counts as inactive or inconclusive. % is set by controls: 0 for no effect and ±100 for the full control effect; potency is the fitted concentration of half-maximal effect.

SMILES | AID inhibitor | UDG counterscr
CCCc1c(C)nc2ncnn2c1Nc1cccc(C)c1 | -7.1% | 2.6%
C=CCNC(=O)NC(=O)CN(C)CCCOc1ccccc1 | -2.1% | -3.0%
Cc1ccsc1CCN1C(=O)N(c2ccc(F)cc2)C(=O)C1CC(=O)Nc1ccccc1 (stereo not given) | 11.6% | -10.2%
Cc1ccc(NC(=O)CCCn2nc(C)c3c(C)n(-c4ccccc4)nc3c2=O)c(Cl)c1 | 1.5% | -14.9%
Cc1cccc(NC(=O)C(Cc2ccccc2)n2cccc2)c1C (stereo not given) | -3.6% | -6.7%
CCOC(=O)c1ccc(Nc2cc(-c3ccccc3)nc(C)n2)cc1 | 7.2% | 0.7%
Cc1cccc(NC(=O)C2CCCC2)c1C | 7.7% | -7.8%
COc1ccc(-n2nc(C(=O)Nc3cc(C)c(Cl)cc3OC)c3c4ccccc4n(C)c3c2=O)cc1 | 0.0% | 0.4%
COc1cccc(C(=O)N2CCc3cc(OC)c(OC)cc3C2COc2ccc3c(C)cc(=O)oc3c2)c1 (stereo not given) | 9.7% | 6.4%
CCOc1cc(C#N)ccc1OCc1ccc(OC)c(F)c1 | 2.7% | 4.9%
CCCOc1ccc(N2CC(C(=O)Nc3cccc(Cl)c3Cl)CC2=O)cc1 (stereo not given) | -2.2% | -6.2%
O=C(NC1(C(F)(F)F)NC(=O)N(CCc2ccccc2)C1=O)c1ccc(Cl)cc1 (stereo not given) | -1.3% | -11.4%
CC(Sc1nnnn1Cc1ccccc1)C(=O)c1cccc(Cl)c1 (stereo not given) | -7.1% | -2.6%
O=C(NCCC12CC3CC(CC(C3)C1)C2)c1ccccc1Cl | -9.3% | 0.5%
O=C(O)c1cccc(-c2cccs2)c1 | 0.1% | -1.0%
Cc1ccccc1CSc1ncc(Cl)c(C(=O)Nc2nc3ccc(F)cc3s2)n1 | 0.4% | -3.2%
C/C=C/Cn1c(SCc2ccccc2Cl)nc2c1c(=O)[nH]c(=O)n2C | -4.3% | 6.7%
CC(C)=CC(=O)N(C)Cc1ccc(C(=O)NCC(F)(F)F)cc1 | -7.3% | 1.0%
Cc1ccc(N2CC(c3nnc(NC(=O)c4ccco4)s3)CC2=O)cc1C (stereo not given) | 4.0% | 12.6%
CCCNC(=O)NC(=O)COC(=O)c1ccc2nc(C)c(C)nc2c1 | 9.8% | -4.2%
Cc1cccc(NC(=O)c2ccc3c(c2)NC(=O)CS3)n1 | -1.6% | -3.7%
CCn1cc(S(=O)(=O)c2cc(C)cc(C)c2)c(=O)c2cc(F)c(N3CCCCC3)cc21 | 3.1% | -0.8%
CCCCN1C(C(=O)c2ccccc2)=C(OC(=O)CC)c2ccccc2S1(=O)=O | -28.7% | -2.5%
CN1CCN(C(CNC(=O)C(=O)Nc2cccc(Cl)c2)c2ccc3c(c2)OCO3)CC1 (stereo not given) | -1.6%&7.6% | 5.3%&-2.5%
CCOC(=O)C(=O)Nc1ccc(OCC)cc1 | -0.1% | 3.7%
Brc1ccccc1Oc1ccc2nnnn2n1 | 3.7% | -2.7%
Cc1cccc(C(CC(=O)Nc2cccc(-c3ccno3)c2)n2cccc2)c1 (stereo not given) | -19.2% | -8.4%
CCC(C)(C)C1CCc2c(sc(NC(C)=O)c2C#N)C1 (stereo not given) | 3.5% | 1.3%
CCC12CN(C(C)=O)CC(CC)(CN(C(C)=O)C1)C2=O | 4.6% | 2.9%
CCc1ccc(OC(=O)c2cc(OC)c(OC)c(OC)c2)c(Br)c1 | -9.7% | -7.7%
NS(=O)(=O)c1cc2c(cc1Cl)NC(C1CC3C=CC1C3)NS2(=O)=O (stereo not given) | -16.1% | -12.9%
O=C(Nc1nc2n(n1)C(c1ccccc1)C=C(c1ccccc1)N2)c1ccccc1 (stereo not given) | -12.1%[57.5 µM] | -11.0%[57.5 µM]
CC(=O)N(Cc1cccnc1)c1nc2c(F)cc(F)cc2s1 | -5.4% | -9.8%
CC(c1ccc(S(C)(=O)=O)cc1)N(C)S(=O)(=O)c1cc(Cl)cc(Cl)c1 (stereo not given) | -0.2% | -8.9%
CC(=O)Nc1ccc(S(=O)(=O)N2CCC(N3CCN(Cc4ccc(C)cc4)C(=O)C3=O)CC2)cc1 | -26.4% | 0.0%
CC(=O)C(Sc1nc(C)cc(C)n1)c1ccccc1 (stereo not given) | -5.4% | 0.4%
CC(C)NC(=O)NCc1ccc(C(=O)NCC2(c3ccccc3)CCCC2)cc1 | -11.7% | -6.3%
Cc1ccc(C)c(N2CCN(S(=O)(=O)c3ccc4[nH]c5c(c4c3)CCCC5)CC2)c1 | -3.2% | -20.1%[57.5 µM]
CCNc1nc(-c2ccc(S(=O)(=O)N3CCCCCC3)cc2)cs1 | -13.5% | -10.3%
CCc1ccc(S(=O)(=O)c2nnn3c2nc(Nc2cc(OC)cc(OC)c2)c2cc(Cl)ccc23)cc1 | 9.8% | -1.5%
O=C(O)COCC(=O)NCC1CCCO1 (stereo not given) | 5.8% | -0.9%
C=CCNC(=O)NC(=O)COC(=O)Cc1cccc(C(F)(F)F)c1 | -6.1% | 1.9%
CN(CC(=O)Nc1ccccc1C(F)(F)F)C(=O)COc1ccc2oc3c(c2c1)CCCC3 | -6.5% | 1.3%
O=C(c1ccco1)n1nc(-c2ccc(Cl)cc2)nc1NCc1ccc(F)cc1 | 2.5% | -3.6%
CC1(C)CC(NCc2cccnc2)=CC(=C(C#N)C#N)C1 | -7.6% | -1.8%
COc1ccc(-c2csc3nc(-c4ccccc4)oc(=O)c23)cc1OC | 18.0% | -16.5%
COC(=O)c1c(SCC(=O)Nc2cc(OC)cc(OC)c2)[nH]c2ccc(C)cc2c1=O | 176.1%[activator] | 6.3%
O=C(NCc1ccccc1F)c1cccc(NC(=O)N2CCSc3ncccc32)c1 | 7.9% | -10.5%
Cc1ccc2c(CN(C)CCOc3ccc(F)cc3)cc(=O)oc2c1 | -2.1% | 1.3%
Cc1cc(=O)oc2cc(OCC(=O)Nc3ccc(CCO)cc3)ccc12 | -4.0% | -2.9%
COc1ccc(Cl)cc1NC(=O)Cn1nc(C(F)(F)F)c2c1CCCC2 | -2.7% | 1.5%
Cc1c(Cl)cccc1NC(=O)CC(C)(C(=O)O)c1ccccc1 (stereo not given) | -5.0% | 1.5%
O=C(CSc1ncc2c(n1)-c1cc(Cl)ccc1N(Cc1ccccc1)S2(=O)=O)NCCc1ccccc1 | 24.4% | 8.1%
Cc1ccc(NC(=O)CCc2c(C)c3ccc(C)cc3oc2=O)cc1 | 0.9% | -7.3%
Cc1ccc(NC(=O)C(=O)NCC(c2ccc3c(c2)OCO3)N2CCN(C)CC2)cc1C (stereo not given) | 4.0% | -6.5%
Cc1nn(C(=O)C2CCCN2S(=O)(=O)c2ccccc2)c(C)c1Sc1ccccc1 (stereo not given) | -4.4% | -2.1%
C=CCN(Cc1ccc(OC)cc1)C(=O)c1cc(=O)c2ccccc2o1 | -4.0% | -11.5%
COc1ccc(NC(=O)c2ccco2)cc1NC(=O)COc1ccccc1Cl | -7.7% | 2.6%
COc1ccc(NC(=O)CSc2nnc(-c3ccc(OC)cc3)s2)cc1 | 14.4%[57.5 µM] | -4.7%[57.5 µM]
COc1cccc(C2C(C(=O)Nc3ccccc3)=C(C)Nc3nc(SC)nn32)c1OC (stereo not given) | -2.1% | -2.7%

(list continues)
SMILES | AID inhibitor | UDG counterscr
CC(C)CCn1cnc2c1c(=O)n(CC(=O)NCC1CCCO1)c(=O)n2Cc1ccccc1 (stereo not given) | -15.0% | 6.8%
CC(NS(=O)(=O)c1cccs1)c1cccnc1 (stereo not given) | 10.1% | 7.6%
O=C1C(Nc2ccccc2)=CC(c2ccc(Br)cc2)N1c1ccccc1 (stereo not given) | 10.2% | 10.2%
CCCC12CN3CC(C)(CN(C1)C3c1ccccc1Cl)C2=O (stereo not given) | 9.8% | 22.8%
CC(C)c1ccc(NS(=O)(=O)c2c[nH]c3ccc([N+](=O)[O-])cc23)cc1 | 5.4% | -2.2%
CC1(C)C=Cc2c(nc3ccccc3c2N)C1 | 1.6% | 3.3%
O=C(O)CCCn1cc(NC(=O)COc2ccccc2F)cn1 | 6.3% | -8.9%
O=C(O)c1ccc(/C=C/C(=O)c2ccc(Br)cc2)cc1 | -9.2% | 11.6%
CCc1ccc(NC(=O)Cn2cnc3sc(C)c(S(=O)(=O)N4CCN(c5ccccc5OC)CC4)c3c2=O)cc1 | 20.4% | 11.1%
COc1cccc(NC(=O)CC2C(=O)OCCN2Cc2ccccc2)c1 (stereo not given) | -2.7%[57.5 µM] | -5.7%[57.5 µM]
Cc1ccc(OCC(=O)Nc2ccc(Cl)c(-c3nc4ccccc4[nH]3)c2)cc1C | 11.4% | 53.9%[activator]
CCN1CCN(c2nnc(-n3cccc3C(=O)NCc3ccccc3OC)s2)CC1 | 8.4% | ?
CCOc1ccc(OCC(=O)Nc2sc3c(c2C(=O)N2CCOCC2)CCCC3)cc1 | 16.6% | 4.1%
CC1CCN(S(=O)(=O)c2ccc3c(ccn3CCC(=O)NCc3ccc(N(C)C)cc3)c2)CC1 | ? | -29.5%
CCOc1ccc(-n2c(SCC(=O)NCc3ccco3)nc3c([nH]c4ccccc43)c2=O)cc1 | 30.0% | -5.8%
CC(C)(C)NC(NC(=O)c1ccc(Br)cc1)C(Cl)(Cl)Cl (stereo not given) | 9.4% | 1.6%
CCCn1c(Oc2ccccc2Cl)nc2c1c(=O)n(C)c(=O)n2C | -8.8% | -3.7%
CCc1ccc(OCC(=O)Nc2ccc(S(=O)(=O)Nc3onc(C)c3C)cc2)cc1 | 2.1% | 2.9%
CCCCN(c1ccccc1)c1ncnc2c1cnn2-c1cccc(C)c1 | -1.6% | 14.2%
COc1ccc(CCNC(=O)CCn2c(=O)c3ccccc3n(CC(=O)Nc3cc(Cl)ccc3C)c2=O)cc1OC | ? | -13.2%
Cc1ccc(CNc2ccc(C(=O)O)cc2)cc1 | 2.2% | 1.2%
O=C(Cn1nc(C(=O)O)c2ccccc2c1=O)Nc1ccccc1Cl | 3.4% | -2.4%
O=C(Nc1ncn[nH]1)C1CC(=O)N(c2ccc3c(c2)OCCO3)C1 (stereo not given) | -2.7% | -1.2%
Cc1ccc(-n2c(SCC(=O)c3ccccc3)nc3c([nH]c4ccccc43)c2=O)cc1 | 8.6% | 4.4%
CCc1c(C)sc(NC(=O)/C=C/c2ccccc2)c1C#N | 8.4% | 7.8%
Cc1ccc(S(=O)(=O)c2nc(-c3ccccc3F)oc2N2CCCCC2)cc1 | ? | -8.0%
COc1ccccc1CN(C)CC(=O)NC(=O)NC1CCCC1 | -4.7% | -12.8%
Cc1cccc(N2CCN(CCCNc3ncnc4onc(-c5ccc(Cl)cc5)c34)CC2C)c1 (stereo not given) | ? | -13.1%
CCc1ccc(NC(=O)c2cc3sc(Cl)cc3n2C)cc1 | 1.8% | -13.4%

Grouped by structure: those above with an aryl thioether with sulfur outside any ring
SMILES | AID inhibitor | UDG counterscr
CC(Sc1nnnn1Cc1ccccc1)C(=O)c1cccc(Cl)c1 (stereo not given) | -7.1% | -2.6%
Cc1ccccc1CSc1ncc(Cl)c(C(=O)Nc2nc3ccc(F)cc3s2)n1 | 0.4% | -3.2%
C/C=C/Cn1c(SCc2ccccc2Cl)nc2c1c(=O)[nH]c(=O)n2C | -4.3% | 6.7%
CC(=O)C(Sc1nc(C)cc(C)n1)c1ccccc1 (stereo not given) | -5.4% | 0.4%
COC(=O)c1c(SCC(=O)Nc2cc(OC)cc(OC)c2)[nH]c2ccc(C)cc2c1=O | 176.1%[activator] | 6.3%
O=C(CSc1ncc2c(n1)-c1cc(Cl)ccc1N(Cc1ccccc1)S2(=O)=O)NCCc1ccccc1 | 24.4% | 8.1%
Cc1nn(C(=O)C2CCCN2S(=O)(=O)c2ccccc2)c(C)c1Sc1ccccc1 (stereo not given) | -4.4% | -2.1%
COc1ccc(NC(=O)CSc2nnc(-c3ccc(OC)cc3)s2)cc1 | 14.4%[57.5 µM] | -4.7%[57.5 µM]
COc1cccc(C2C(C(=O)Nc3ccccc3)=C(C)Nc3nc(SC)nn32)c1OC (stereo not given) | -2.1% | -2.7%
CCOc1ccc(-n2c(SCC(=O)NCc3ccco3)nc3c([nH]c4ccccc43)c2=O)cc1 | 30.0% | -5.8%
Cc1ccc(-n2c(SCC(=O)c3ccccc3)nc3c([nH]c4ccccc43)c2=O)cc1 | 8.6% | 4.4%

A portion of the library. The share of hits here may be higher or lower than overall.
